Screening results (PubChem BioAssay)
AmpC no deterg – blocks E. coli AmpC beta-lactamase in detergent-free assay | 330,000 compounds, 0.52% hits | Potency, µM (titrated, usually from 57.1 µM), for inactives: top-dose activity change, negative = inhibition, most hits filed as inhibitors | P00811 | AmpC nitrocefin hydrolysis, absorbance 480 nm, 0.0001% Triton;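 note: potency is the fitted concentration of half-maximal effect; plate controls were no compound for no effect and no enzyme for full effect; nearly all actives have a fitted effect of over 20% in size; some results filed as inactive show a strong effect at the top dose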
Target sequence (P00811 whole entry, looked up): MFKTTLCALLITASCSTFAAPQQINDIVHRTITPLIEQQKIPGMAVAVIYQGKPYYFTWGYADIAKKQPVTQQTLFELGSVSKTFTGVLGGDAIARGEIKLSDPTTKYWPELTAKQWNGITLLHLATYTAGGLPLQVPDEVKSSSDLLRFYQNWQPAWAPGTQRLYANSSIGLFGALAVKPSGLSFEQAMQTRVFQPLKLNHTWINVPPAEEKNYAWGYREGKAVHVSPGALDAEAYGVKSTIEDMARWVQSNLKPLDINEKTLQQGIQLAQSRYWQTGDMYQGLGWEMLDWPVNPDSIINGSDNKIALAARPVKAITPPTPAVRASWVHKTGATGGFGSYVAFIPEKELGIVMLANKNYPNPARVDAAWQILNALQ
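20 mM phosphate pH 7.0 + 0.01% (detergent screen) or 0.0001% Triton X-100; 5.3 nM AmpC reagent; cpd preinc 15 min RT; nitrocefin (800 uM stock) to start; A480 q20 s × 4 min; Activity was normalised to no-enzyme and no-compound control wells.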
FBPA Giardia inh – inhibitors of Giardia lamblia fructose-1,6-bisphosphate aldolase; A8B2U2; purified Giardia FBPA; Potency, µM (series often up to 59.6 µM), for inactives: at the top dose activity, negative = inhibition, actives largely listed as inhibitors; 290,000 compounds, 0.71% hits; note: potency is the fitted concentration of half-maximal effect; % is set by controls: 0 for no effect and ±100 for the full control effect; nearly all actives have a fitted effect of over 55% in size
Target sequence (A8B2U2 whole entry, looked up): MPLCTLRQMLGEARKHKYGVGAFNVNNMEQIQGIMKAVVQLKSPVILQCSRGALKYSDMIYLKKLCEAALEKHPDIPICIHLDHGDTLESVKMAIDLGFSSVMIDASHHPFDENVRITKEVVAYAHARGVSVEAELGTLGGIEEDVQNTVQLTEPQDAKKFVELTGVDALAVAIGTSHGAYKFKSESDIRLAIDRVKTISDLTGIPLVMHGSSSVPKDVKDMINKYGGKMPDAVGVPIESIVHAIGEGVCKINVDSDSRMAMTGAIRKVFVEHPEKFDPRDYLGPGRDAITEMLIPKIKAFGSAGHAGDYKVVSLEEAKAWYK
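40 nM FBPA preincubated 10 min at RT with compound (up to 57.5 uM final), then substrate plus GAPDH/TPI/NAD/arsenate coupling and diaphorase/resazurin added. Fluorescence read after 20 min at RT, 525/598 nm.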
Shiga inhibitor – Shiga toxin inhibition. Vero cells, Shiga toxin protein synthesis inhibition reporter. 290,000 compounds, 9.2% hits. inhibition, % at 38.7 µM; in the data active = inhibition mostly above about 28%, no sharp cut-off; inactive = mostly below about 43%; note: 0% is about no effect
AMA1 RON2 block – AMA1-RON2 (P. falciparum) interaction inhibition. AlphaScreen AMA1-biotinylated RON2 peptide binding. Potency, µM (series often up to 58.2 µM), inactives show at the top dose activity change, negative = inhibition, usual class: inhibitors. 360,000 compounds, 0.2% hits. AID 720542;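 note: potency is the fitted concentration of half-maximal effect; 0% = vehicle wells and -100% = peptide control; nearly all actives have a fitted effect of over 45% in size; some results filed as inactive show a strong effect at the top dose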
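AMA1 (3D7) with his tag at 25 nM final met compounds first, then biotinylated RON2 peptide at 25 nM; detection used donor plus acceptor beads, 10 µg/mL apiece, read by AlphaScreen after 30 min at room temperature.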
AmpC detergent – AmpC beta-lactamase inhibition with detergent present; AmpC hydrolysis of nitrocefin, absorbance 480 nm, 0.01% Triton; Potency, µM (doses to about 114 µM), without a hit: top-dose activity change, negative = inhibition, usual class: inhibitors; 370,000 compounds, 0.041% hits; P00811;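 note: potency is the fitted concentration of half-maximal effect; 0% = no-compound wells and -100% = no-enzyme wells; nearly all actives have a fitted effect of over 25% in size; some results filed as inactive show a strong effect at the top dose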
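20 mM phosphate pH 7.0 + 0.01% (detergent screen) or 0.0001% Triton X-100; 5.3 nM AmpC reagent; cpd preinc 15 min RT; nitrocefin (800 uM stock) to start; A480 q20 s × 4 min; Activity was normalised to no-enzyme and no-compound control wells.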
Cycloheximide cs – counter-screen for Shiga toxin inhibitors: cycloheximide protein synthesis inhibition; cell reporter, cycloheximide protein synthesis inhibition counterscreen; 300,000 compounds, 12% hits; max response, %; in the data active = max response mostly above about 13%, no sharp cut-off; inactive = mostly below about 14%; note: read at 38.3 µM for the half of the compounds with a filed dose; 0% is about no effect
HCMV antiviral – human cytomegalovirus inhibition | HFF cells, HCMV-luciferase reporter, 72 h; stronger effect = lower value | activity change, negative = inhibition, % at 57.5 µM | 410,000 compounds, 4.5% hits; in the data active = activity change below about -60%; inconclusive = no clear call, values can overlap the other calls; inactive = above about -39%; note: % is set by controls: 0 for no effect and ±100 for the full control effect
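Steps: HFFs plated, 16 h 37C; compounds added; HCMV-luciferase added to MOI 1 PFU/cell; 72 h 37C; OneGlo reagent, 5 min room temperature; luminescence read, normalized to controls.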
Active calls of the source: *; ? = inconclusive; . = not tested or not shown; [ ] = remark or other dose. Unless noted, calls come from the whole dose curve; as a rule, active = well fitted curve in the direction sought with a large enough effect; inconclusive = small, poorly fitted or top-dose-only effect, or another doubt; inactive = no such curve, though single readings can be large; an effect the other way counts as inactive or inconclusive. Not a hit list; 16% or so of the library scored in one or more.

SMILES	AmpC no deterg	FBPA Giardia inh	Shiga inhibitor	AMA1 RON2 block	AmpC detergent	Cycloheximide cs	HCMV antiviral
Cc1ccc(C(=O)N/C(=C/c2ccc(C(C)C)cc2)C(=O)NCCCN2CCOCC2)cc1	126%[activator]	5%	-2	-6%	-3%	0	-9
CCCc1noc2c1C(c1ccoc1)C(C#N)=C(N)N2 (stereo not given)	-13%	-25%	30	-8%	-9%	-1	12
O=C(NCC1CCCO1)C(c1ccc(F)cc1)N(Cc1ccc(F)cc1)C(=O)Cn1nnc(-c2cccs2)n1 (stereo not given)	94%[activator]	2%	4	-11%	-6%	-4	-22
CC(=O)Nc1ccc2c(c1)N(C(=O)CN(C)C)c1ccccc1CC2	0%	-24%	-4	-6%	?	-3	10
C[C@@H]1COC(=O)[C@@H](CC(=O)OC(C)(C)C)C/C=C\C[C@H](CC(=O)NCCO)C(=O)N1	5%	.	.	-1%	.	.	7
CCC(C(=O)NC(C)(C)C)N(Cc1cccs1)C(=O)CNS(=O)(=O)c1ccccc1 (stereo not given)	17%	-4%	-9	-1%	0%	-7	-19
COc1ccc(NC(=O)CCOc2ccccc2F)cc1S(=O)(=O)N1CCCCC1	-20%	.	.	-8%	.	.	-6
CC(=O)c1cccc(S(=O)(=O)N2CCN(c3nc4cc(C)cc(C)c4cc3C#N)CC2)c1	-1%	0%	-13	10%	-12%	-7	4
Nc1nonc1C(=O)N/N=C/c1cc2c(cc1[N+](=O)[O-])OCO2	-12%	.	33	34%[activator]	3%	8	97
Cc1n[nH]c(=O)c2c(NC(=O)CSc3nncs3)oc(C)c12	4%	.	.	0%	-17%	.	0
CC(C)=NOCc1ccc(-c2cn([C@@H]3COC[C@H]3O)nn2)cc1	-4%	0%	-5	.	?	1	.
Cc1c(Cl)cccc1NC(=S)NCCc1ccc(F)cc1	-55%	7%	13	13%	?	3	?

Full records, quoted from the list. Values in the order: AmpC no deterg	FBPA Giardia inh	Shiga inhibitor	AMA1 RON2 block	AmpC detergent	Cycloheximide cs	HCMV antiviral
CC(C)=NOCc1ccc(-c2cn([C@@H]3COC[C@H]3O)nn2)cc1 in the list: -4%	0%	-5	.	?	1	.
CCC(C(=O)NC(C)(C)C)N(Cc1cccs1)C(=O)CNS(=O)(=O)c1ccccc1 (stereo not given) in the list: 17%	-4%	-9	-1%	0%	-7	-19

Following part.
SMILES	AmpC no deterg	FBPA Giardia inh	Shiga inhibitor	AMA1 RON2 block	AmpC detergent	Cycloheximide cs	HCMV antiviral
CN(CCC#N)C(=O)CC1(Cc2ccccc2)CCOC(C)(C)C1 (stereo not given)	23%	6%	-1	-11%	1%	-2	0
CC1CCN(C(=O)COC(=O)c2ccc(N3CCCC3=O)cc2)CC1	-9%	.	.	-2%[11.6 µM]	?	.	0
COc1ccc(C(CC(=O)Nc2nccs2)n2cccc2)cc1 (stereo not given)	-25%	-1%	150*	19%	2%	31*	155
CCC[C@@H]1CCCO[C@@](C(=O)NCc2ccccn2)(C(F)(F)F)C1	.	-2%	14	5%	.	-4	-19
C=C1CCN(C(Cc2ccccc2)C(=O)NCc2ccccc2)S(=O)(=O)c2ccccc21 (stereo not given)	.	-1%	-8	.	.	-2	.
COCCN(CC1CCCN(C2Cc3ccccc3C2)C1)C(=O)c1cccc(C)c1 (stereo not given)	84%[activator]	-6%	-6	-6%	0%	1	22
O=C(NC(O)C(=O)c1cccs1)c1cccnc1 (stereo not given)	-20%	7%	-11	-8%	-8%	-2	1
O=S(=O)(NCC(c1ccco1)N1CCc2ccccc21)c1ccccc1 (stereo not given)	-7%	.	.	-10%	-6%	.	-18
COc1ccccc1CCNC(=O)C(=O)NCC1OCCN1S(=O)(=O)c1ccccc1 (stereo not given)	0%	-2%	-5	-4%	-3%	1	-22
CC(C)COc1cccc(C(=O)N(C)CC(=O)Nc2cccc3ccccc23)c1	48%	.	.	-16%	.	.	-18
O=C(C1CCCN(Cc2ccc3c(c2)OCO3)C1)N1CCCC1 (stereo not given)	-12%	-29%	-26	-1%	3%	-5	7
CC(C)[C@H](NC(=O)c1c(F)cccc1F)C(=O)Nc1cccc(Br)c1	-30%	-4%	12	-13%	-1%	-6	-2
Nc1c(C(=O)NC2CCCC2)c2nc3ccccc3nc2n1/N=C/c1ccco1	-14%	-3%	-4	18%	3%	1	.
COc1ccc(CCn2nnnc2CN2CCN(C(=O)c3ccco3)CC2)cc1OC	-4%	-8%	-1	-11%	-3%	-3	-3
CCOC(=O)C1CCCN(S(=O)(=O)c2cc3[nH]c(=O)c(=O)[nH]c3cc2C)C1 (stereo not given)	-23%	-7%	6	0%	-12%	-2	0
NNC(=O)C(Cc1c[nH]c2ccccc12)NC(=O)c1ccccc1 (stereo not given)	-36%	-3%	-2	9%	-4%	-7	44
O=C(Nc1cccc(NC(=O)c2ccco2)c1)c1ccccc1	-27%	.	-9	11%	3%	13	-21
Cc1ccc2c(C(=O)CN3CCN(C(=O)c4ccco4)CC3)c(C)[nH]c2c1	52%	-3%	-1	-5%	1%	-1	32
Brc1cccc(-c2nnc3sc(CNCc4ccco4)cn23)c1	-20%	5%	-9	12%	?	-1	?
CCOc1cc(NC2CS(=O)(=O)CC2O)c(OCC)cc1NC(=O)c1ccccc1 (stereo not given)	5%	?	7	-11%	1%	-2	-24
CCOC(=O)Nc1cccc(OCC(=O)Nc2ccccc2OCC)c1	-19%	-1%	-26	-15%	-6%	-4	-37
CC(C)(C)C(=O)NNc1nc(-c2ccccc2)c2cc(Br)ccc2n1	37%	7%	8	-2%[2.32 µM]	1%	-4	-35
COc1cc(C(=O)N/N=C/c2ccc(OC(=O)N3CCOCC3)cc2)cc(OC)c1OC	-14%	2%	1	14%	-1%	-1	4
O=C(c1cccnc1)N1CCN(S(=O)(=O)c2cccs2)CC1	2%	-3%	-10	3%	3%	-2	7
CC(OC(=O)c1ccco1)C(=O)Nc1ccc(Cl)cn1 (stereo not given)	-12%	2%	23	2%	3%	14	-9
Cc1nc(CS(=O)c2ccc(Cl)cc2)cc(NCc2ccc(Cl)cc2Cl)n1 (stereo not given)	87%[activator]	2%	-10	-6%	1%	0	-7
C/C(=N\n1cnnc1)c1ccc(C#N)cc1	-19%[11.4 µM]	6%	-5	-10%	-14%	4	43
CC1(OC(=O)c2ccc(Cl)nc2)C(=O)C=C2C=C3CCCN3C=C2C1=O (stereo not given)	36%[activator]	?	-10	?	2%	-1	-5
Cc1ccc(Cc2cnc(NC(=O)CN3CCOCC3)s2)cc1Cl	151%[activator]	-6%	-40	6%	1%	-2	6
CCN1/C(=C\C=C(C(C)=O)C(C)=O)Sc2ccccc21	2%	-14%	16	-7%	1%	19*	23
Cc1cc(NC(=O)CSc2nc(C(C)C)nc3sc(C)c(C)c23)no1	-30%	-1%	-13	17%	?	1	-9
Cc1cccc(OCCSc2nc3ccccc3n2CC(=O)O)c1	-28%	-11%	.	4%	-18%	2	59
Cc1cc(C)c(O)c(-c2cc(C(=O)Nc3cccnc3)[nH]n2)c1	12%	-3%	98*	67%[activator]	1%	29*	?
Cc1nc(NCC2CCCO2)c2nnn(Cc3ccccc3Cl)c2n1 (stereo not given)	31%	16%	13	-2%	-18%	-2	-20
Cc1ccc(-c2cc(-c3nnc(SCC(=O)NC(C)C(C)C)n3N)c3ccccc3n2)cc1 (stereo not given)	62%[activator]	-6%	-19	3%	0%	2	29
O=C(COC(=O)c1ccco1)NCc1ccc(Cl)cc1	-15%	3%	-5	-7%	5%	4	?
C/C(=N\NC(=S)NCCc1ccccc1)c1ccc(C)cc1	-26%	-6%	-2	21%	1%	11	27
O=C(CC1S/C(=N/N=C2CCCCCC2)NC1=O)Nc1ccccc1F (stereo not given)	-10%	9%	-2	119%[activator]	1%	6	33
COc1ccc2c(c1)CCc1c(C(=O)N3CCCc4ccccc43)noc1-2	-25%	-6%	36	2%	3%	27*	-21
N#CCC(N)=C(C#N)C#N	-2%	?	-8	5%	?	-3	13
COc1ccc(OC(=O)c2cc(S(=O)(=O)N3CCCC3)ccc2Cl)cc1	-44%	-4%	-4	-1%	-5%	6	35
COc1ccc(CNC(=S)Nc2ccccc2C)cc1	-21%	3%	21	-2%	-7%	0	-21
Cn1c(=O)c2c(nc(NCC3CCCO3)n2Cc2cccc(Br)c2)n(C)c1=O (stereo not given)	-11%	-1%	-7	-3%	-13%	-2	28
CCOCC(=O)Nc1c(C(=O)Nc2ccc3c(c2)OCO3)oc2ccccc12	-21%	7%	22	15%	-4%	12	17
COc1ccc(N2COC3c4cccc5cccc(c45)C32)cc1 (stereo not given)	-39%	?	45*	-28%	-6%	24*	?
CCc1nnc(NC(=O)CN2CCN(Cc3ccccc3Cl)CC2)s1	11%	?	-8	27%	-3%	9	4
COc1cccc(-c2nnc(SCC(=O)Nc3ccc4c(c3)OCCO4)n2Cc2ccco2)c1	-2%	22%	14	-20%	-5%	7	-31
Cc1cccc(C(=O)NNC(=O)Nc2ccccc2)c1	-14%	3%	-2	22%	7%	2	38
CC(C)(C)CC(C)(C)NC1=CC(=O)OC12CCCCC2	-23%	4%	-8	10%	-6%	-4	29
O=C(NCCS(=O)(=O)NCCCc1ccccc1)c1ccccc1	-6%	.	.	-5%	-13%	.	-8
COc1cc(CNC2CCCC2)cc(Br)c1OCC(=O)Nc1ccccc1C	37%	-1%	-15	3%	1%	-6	32
COc1ccc(C(=O)O)cc1S(=O)(=O)NC(C)(C)C	0%	1%	-5	0%	0%	-5	-24
COc1ccc(OC)c(-n2cnnn2)c1	-2%	0%	-15	-8%	?	-2	40
N=c1sc2c(n1Cc1ccccc1)CCCC2	-10%	0%	-8	1%	?	-6	-35
CCOc1ccc(CCNC(=O)CS(=O)(=O)Cc2nc(-c3cccc(OC)c3)oc2C)cc1	63%[activator]	-11%	6	-10%	2%	12	-30
COc1cccc(NC(=O)[C@@H]2CCCN2S(=O)(=O)c2cccc3cccnc23)c1	-40%	.	.	22%	-9%	.	40
COc1ccc(-c2c(-c3ccc(OCC(=O)NN)cc3O)n[nH]c2C(F)(F)F)cc1	32%	-1%	-1	45%[activator]	0%	-2	-25
Cc1cc(=O)n(CC(=O)NCCN2CCOCC2)c2c1c(C)nn2-c1ccccc1	-14%	.	-7	-5%	0%	-3	.
CCOc1ccccc1CNC(=O)c1ccc(NC(=O)C2=C(C)OCCS2)cc1	-31%	.	-7	-16%	-12%	-7	-30
COc1ccc(S(=O)(=O)N2CCC(C(=O)N[C@@H](C)C(=O)NCc3ccc(F)cc3)CC2)cc1	61%[activator]	.	1	39%[activator]	1%	-3	0
